Screens deposited in PubChem BioAssay by several laboratories.
ER stress rescue – protection against thapsigargin-triggered cell killing – 384-well, CSM14.1, ATP luminescence, primary screen (AID 1222); CSM14.1 thapsigargin-induced death rescue, ATP luminescence; higher % means a stronger effect; cellular ATP content (survival), % at 20 µM, or EC50 in µM where a hit was titrated; 190,000 tested, under 10 active;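 active = EC50 below 50 µM in the dose-response confirmation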;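 also: death triggered by thapsigargin at about 15 µM added after 2 h compound pretreatment; cell ATP read after overnight thapsigargin exposure of roughly 18 to 22 hours; normalized against plate controls of thapsigargin alone and 5% DMSO vehicle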
RSV CPE inhibition – inhibition of RSV-induced cytopathic effect – HEp-2 cells, primary 10 µM value included (AID 2391) | one-dose CPE inhibition, % at 10 µM; IC50 in µM for titrated hits | 310,000 compounds, 0.13% hits | HEp-2 cells, RSV-induced CPE inhibition; higher % means a stronger effect; in the data active = a potency from the dose series; also: strong numbers were not always called active
West Nile virus CPE – West Nile virus antiviral activity, cell-based, CPE readout (AID 1621); 290,000 compounds, 0.02% hits; West Nile virus-infected cells, CPE inhibition; higher % means a stronger effect; one-dose CPE inhibition, % at 10 µM; IC50 in µM for titrated hits; in the data active = a potency from the dose series; also: strong numbers were not always called active
NS5 inhibitors – flavivirus cap methylation enzyme inhibition – biochemical, confirmation dose response, primary screen (AID 588689); one-dose inhibition, % at 25 µM; IC50 in µM for titrated hits; 340,000 compounds, 0.3% hits; Dengue-2 NS5 methyltransferase capping enzyme assay, biochemical; higher % means a stronger effect; in the data active = a potency from the dose series
SV40 large T antigen – TAg ATPase/helicase activity blockers – biochemical (AID 1903) | SV40 large T antigen ATPase/helicase inhibition assay; higher % means a stronger effect | one-dose inhibition, % at 20 µM; IC50 in µM for titrated hits | 310,000 compounds, 0.39% hits; in the data active = a potency from the dose series; also: strong numbers were not always called active
Yfh1-off respiration – mitochondrial function rescue without frataxin homolog – Friedreich's ataxia, plus single-dose screen, dose response (AID 1465) | S. cerevisiae Yfh1-off respiration, WST-1 reduction, 72 h; higher fold induction means a stronger effect | fold induction at 50 µM; hits with a dose series show EC50 in µM | 220,000 compounds, 0.074% hits;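 active = fold induction of absorbance versus untreated yeast above a set limit, then at least 30% activation at any dose in follow-up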;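 also: activators that raise dye reduction in frataxin-depleted yeast; strong numbers were not always called active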
XIAP antagonists – XIAP antagonists, biochemical, IAP family, fluorescence polarization (AID 1018). XIAP BIR domain, fluorescence polarization peptide displacement; higher % means a stronger effect. displacement, % at 20 µM; hits with a dose series show IC50 in µM. 200,000 compounds, 0.007% hits; in the data active = displacement above about 50%; also: a part of the inactive calls stands beside numbers as strong as those of hits
WT yeast gro inh – growth inhibition of WT yeast, mitochondrial fusion screen. 190,000 compounds, 2.1% hits. AID 1362. inhibition, % at 10 µM. mitochondrial fusion phenotypic screen, WT strain; in the data active = inhibition above about 58%; tested in S. cerevisiae
K1F lysis inhibition – inhibition of K1F phage lysis, E. coli UTI89, bacterial capsule biogenesis inhibitors, alamar blue (AID 488966) | E. coli UTI89 K1F phage lysis, alamar blue, 2 h; higher % means a stronger effect | inhibition, % at 100 µM, or IC50 in µM where a hit was titrated | 340,000 compounds, 0.02% hits;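 active = phage lysis inhibition, versus mean bacterial control, above a set limit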;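 also: capsule biogenesis inhibitors block K1F phage lysis so surviving cells raise fluorescence; higher fluorescence means more inhibition of phage lysis; actives were called in the ten point dose series up to 300 µM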
WT yeast gro inh mutant strain – recorded beside WT yeast gro inh, whose call it bears; inhibition, %; mitochondrial fusion phenotypic screen, mutant strain inhibition
* hit, by the source's call; i = inactive; x = no result given; [ ] = another dose, or the depositor's remark.

SMILES	ER stress rescue	RSV CPE inhibition	West Nile virus CPE	NS5 inhibitors	SV40 large T antigen	Yfh1-off respiration	XIAP antagonists	WT yeast gro inh	WT yeast gro inh mutant strain	K1F lysis inhibition
Cc1c(NC(=O)/C=C/c2cn(-c3ccccc3)nc2-c2ccccc2)c(=O)n(-c2ccccc2)n1C	-0.8%	16%	1.0%	-3%	6%	i	-1.4%	13	1	2.5%
CCOC(=O)/C=C1\SCC(=O)N1CC(=O)NC(C)c1ccc(F)cc1 (stereo unspecified)	-0.7%	2.3%	-0.4%	-10%	24%	i	-9.4%	1	3	0.5%[50 µM]
Cc1ccc(N(CC(=O)NC(C)(C)C)C(=O)CS(=O)CC(=O)Nc2ccc3c(c2)OCO3)cc1 (stereo unspecified)	0.2%	0.5%	1.8%	-5%	-1%	i	-11%	0	-2	0.4%
Cc1ccc(NC(=O)CCc2nnc3ccc(NCc4ccco4)nn23)cc1F	x	1.9%	0.2%	-8%	8%	x	x	x	x	0.0%
COc1ccc(OC)c(NC(=O)C2C3CCC(C3=C(C)C)C2C(=O)O)c1 (stereo unspecified)	0.8%	0.2%	0.0%	-3%	7%	i	-3.8%	-27	-20	0.7%
COC(=O)C(NS(=O)(=O)c1ccccc1Br)C(C)C (stereo unspecified)	x	1.4%	1.0%	-2%	19%	i	x	x	x	-0.6%
Cc1nc2nc(SCC(=O)N3CCOCC3)nn2c(C)c1Cc1c(F)cccc1Cl	x	3.4%	-1.2%	-13%	-1%	i	-13%	0	-6	0.1%
CC(=O)CCc1ccc(OCC(O)CNC2CCCc3ccccc32)cc1 (stereo unspecified)	-1.4%	-0.1%	-0.1%	-4%	4%	i	-7.2%	-6	-3	-0.3%[50 µM]
Cc1cccc(NC(=O)CSCC(=O)N(C)CC(=O)Nc2cccc(F)c2)c1	x	-0.4%	x	4%	4%	x	x	x	x	0.8%[50 µM]
COc1ccccc1NC(=O)CN(c1ccc([N+](=O)[O-])cc1)S(=O)(=O)c1ccccc1	-0.2%	5.6%	-0.8%	-9%	5%	i	-4.7%	8	4	-0.3%[50 µM]
O=C(COc1ccccc1C(=O)NCc1ccncc1)Nc1ccc(Br)cc1	-0.8%	-1.9%	-0.4%	-1%	11%	i	-9.4%	-1	-2	2.8%
CCn1cc(/C=N\NC(=O)c2ccc3c(c2)c(C)c(C)n3Cc2ccccc2)c(C)n1	0.6%	9.8%	x	9%	-2%	x	-1.6%	8	-15	1.4%
COc1ccc(NS(=O)(=O)c2ccc(C)c(C(=O)N3CCCCCCC3)c2)cc1	x	-0.5%	x	-2%	5%	x	x	x	x	1.2%[50 µM]
COCCCNc1nc2ccccc2nc1NS(=O)(=O)c1cc(Cl)ccc1Cl	x	5.2%	0.0%	0%	17%	x	x	x	x	-0.2%
CN(C)c1ccc(C(C(=O)NCC2CCCO2)N(C(=O)c2snc(C(N)=O)c2N)c2ccc3c(c2)OCO3)cc1 (stereo unspecified)	x	1.1%	0.4%	-11%	-1%	x	x	x	x	0.1%
Cc1ccc(C=Nc2cc([N+](=O)[O-])ccc2C)s1	-1.1%	2.5%	0.0%	5%	7%	i	-7.2%	-10	18	2.0%
COc1cc(CNC2CCCC2)c(Br)cc1OC1CCCC1	-1.9%	-3.0%	-1.6%	2%	21%	i	-7.3%	-12	-17	-0.1%
COc1ccc(C(=O)Nc2cc(C)c(NC(=O)c3ccccc3OC)cn2)cc1	x	4.5%	0.1%	2%	7%	x	x	x	x	0.0%
Cc1ccc(NC(=O)CNCc2ccccc2)cc1Br	-0.4%	8.7%	-0.3%	-7%	9%	i	-3.0%	12	-7	1.2%
O=C(CSc1nnnn1-c1cccc2c1CCCC2)N1CCCCC1	-2.4%	2.6%	-0.6%	2%	13%	i	-19%	11	9	0.2%

Profiles from above. Order of screens: ER stress rescue, RSV CPE inhibition, West Nile virus CPE, NS5 inhibitors, SV40 large T antigen, Yfh1-off respiration, XIAP antagonists, WT yeast gro inh, WT yeast gro inh mutant strain, K1F lysis inhibition
`COc1cc(CNC2CCCC2)c(Br)cc1OC1CCCC1` is listed as -1.9%, -3.0%, -1.6%, 2%, 21%, i, -7.3%, -12, -17, -0.1%
`Cc1ccc(C=Nc2cc([N+](=O)[O-])ccc2C)s1` is listed as -1.1%, 2.5%, 0.0%, 5%, 7%, i, -7.2%, -10, 18, 2.0%
`CCn1cc(/C=N\NC(=O)c2ccc3c(c2)c(C)c(C)n3Cc2ccccc2)c(C)n1` is listed as 0.6%, 9.8%, x, 9%, -2%, x, -1.6%, 8, -15, 1.4%
`COc1ccccc1NC(=O)CN(c1ccc([N+](=O)[O-])cc1)S(=O)(=O)c1ccccc1` is listed as -0.2%, 5.6%, -0.8%, -9%, 5%, i, -4.7%, 8, 4, -0.3%[50 µM]
`CC(=O)CCc1ccc(OCC(O)CNC2CCCc3ccccc32)cc1` (stereo unspecified) is listed as -1.4%, -0.1%, -0.1%, -4%, 4%, i, -7.2%, -6, -3, -0.3%[50 µM]

(listing goes on)
SMILES	ER stress rescue	RSV CPE inhibition	West Nile virus CPE	NS5 inhibitors	SV40 large T antigen	Yfh1-off respiration	XIAP antagonists	WT yeast gro inh	WT yeast gro inh mutant strain	K1F lysis inhibition
CS(=O)c1ccccc1COC(=O)Nc1ccccc1 (stereo unspecified)	0.3%	0.6%	-0.1%	-1%	9%	i	-4.8%	-4	9	-2.4%
O=C(N=C1SC2CS(=O)(=O)CC2N1Cc1ccc(F)cc1)C1CC1 (stereo unspecified)	x	2.4%	-0.5%	-4%	9%	x	x	x	x	0.1%
Cc1ccc(-c2ccc(OCC(=O)N3CCOCC3)cc2)cc1	-2.4%	1.8%	-0.5%	0%	-8%	i	-0.8%	15	11	0.0%
CC(Nc1nc(-c2cccnc2)nc2ccccc12)c1ccc(F)cc1 (stereo unspecified)	x	18%	0.2%	-6%	-3%	x	x	x	x	-0.5%
Cn1cccc1CC(=O)NNC(=O)Nc1ccc(F)cc1	-1.9%	0.6%	-0.1%	-13%	-1%	i	0.6%	-8	20	0.9%
O=C(CCSc1ccccc1)Nc1nnc(-c2ccccc2)o1	0.1%	0.1%	0.1%	-6%	-2%	i	-2.8%	-2	-6	-1.7%
CCn1c(SCC(=O)NC2CCCCC2)nnc1-c1ccco1	x	0.3%	-0.6%	2%	1%	x	x	x	x	0.5%
CCn1cc(CCCC(=O)NCc2cccnc2)c2ccccc21	x	0.3%	-1.1%	-3%	3%	x	x	x	x	3.0%[50 µM]
CCCCc1cc(=O)oc2c(CN3CCCC3)c(O)c(Cl)cc12	-0.5%	0.2%	-0.4%	-2%	1%	i	1.8%	-9	-10	-0.1%
O=S(=O)(c1ccc(Cl)cc1)n1c(Cc2ccccc2)nc2ccccc21	4.3%	1.5%	-0.4%	-6%	10%	i	-8.0%	-13	22	0.3%
Cc1ccccc1Cn1nc(C)c(NC(=O)C2c3ccccc3Oc3ccccc32)c1C	-1.3%	0.3%	-1.7%	-2%	20%	i	0.5%	4	-6	1.8%[50 µM]
CC(C)N1C(=O)N(c2ccccc2)C(C)(O)CC1(C)C (stereo unspecified)	-0.2%	0.7%	0.9%	0%	6%	i	-6.2%	-8	0	3.7%
CC(C)Cc1nnc(NC(=O)CCC(=O)NC2CC2)s1	x	0.6%	0.8%	0%	5%	x	x	x	x	0.1%
NS(=O)(=O)c1ccc(NC(=O)Cn2ncc3c2-c2ccccc2OC3)cc1	-1.7%	0.9%	-0.1%	-1%	1%	i	-0.7%	5	-6	0.3%
Cc1ccc2oc(=O)c3cnn(CC(=O)NC4CCN(Cc5ccccc5)CC4)c3c2c1	0.2%	3.4%	-0.3%	-4%	1%	i	-0.8%	15	10	1.8%
Cn1c(CSCc2ccc(F)cc2)nnc1SCC(=O)Nc1nccs1	-1.2%	9.1%	-0.5%	-8%	11%	i	-8.9%	13	7	0.0%
CCCN(C(=O)Cc1ccc(S(=O)(=O)N2CCOCC2)s1)c1c(N)n(Cc2ccccc2)c(=O)[nH]c1=O	x	1.8%	-0.4%	1%	10%	x	x	x	x	-0.8%[50 µM]
Cc1nc(N=Nc2ccc(O)cc2)n[nH]1	x	-0.7%	0.6%	4%	32%	i	x	x	x	-0.1%
CCOC(=O)C(C)n1cnc2c(nnn2-c2ccc(OC)cc2)c1=O (stereo unspecified)	0.1%	0.8%	-0.2%	-2%	6%	i	-7.1%	-1	-5	3.9%
COc1ccc(CN2CCNC(=O)C2CC(=O)NCC(C)(C)N2CCOCC2)cc1C (stereo unspecified)	x	0.1%	0.4%	2%	5%	x	x	x	x	0.6%
Cc1ccc(N2CC(C(N)=O)CC2=O)cc1C (stereo unspecified)	-2.5%	0.6%	0.3%	-10%	13%	i	0.8%	5	18	0.2%
CCOc1ccc(CCNC(=O)COC(=O)Cn2nc(C)c([N+](=O)[O-])c2C)cc1OCC	x	-0.5%	x	-1%	10%	x	x	x	x	0.2%[50 µM]
CCS(=O)(=O)c1ccc2oc(Nc3ccc(OC)cc3)nc2c1	-0.4%	4.8%	1.4%	-6%	7%	i	-7.8%	3	-1	0.2%
Cc1cccc(N2CCN(C(=O)n3ccnc3)CC2)c1C	-0.2%	1.2%	-0.8%	-4%	10%	i	-1.3%	2	3	0.1%
COC(=O)CSc1nnc(CNC(=O)c2cccs2)n1-c1cccc(C)c1	-0.1%	x	0.3%	2%	0%	i	0.0%	-14	-1	2.0%
Cc1cccc(N2CCN(C(=O)c3ccc(NC4=NC5CS(=O)(=O)CC5S4)cc3)CC2C)c1 (stereo unspecified)	x	2.2%	1.3%	-12%	8%	x	x	x	x	-0.2%
O=C(O)CCn1ccc2cc(S(=O)(=O)N3CCCCCC3)ccc21	x	0.6%	1.8%	5%	-19%	x	x	x	x	-0.4%
Cc1nc(Nc2ccc(S(=O)(=O)N3CCCC3)cc2)c2nnn(Cc3ccccc3)c2n1	0.2%	5.8%	0.6%	-8%	4%	i	-13%	-1	-4	0.4%[50 µM]
CC1CN(C(=O)Cn2cc(SCC(=O)N3CCOCC3)c3ccccc32)CC(C)O1 (stereo unspecified)	x	1.1%	0.0%	-5%	21%	x	x	x	x	1.0%[50 µM]
CS(=O)(=O)c1ccc(Cl)c(NC(=O)CCl)c1	1.9%	-0.6%	-0.3%	-7%	8%	i	-6.6%	1	12	0.6%
O=C(/C=C/c1cccs1)c1cc(Cl)ccc1O	-1.6%	2.7%	-0.6%	-12%	28%	i	-4.1%	24	25	-0.1%
CC1CC(C)(C)NC(=S)N1CCCC(=O)Nc1ccc2c(c1)OCCO2 (stereo unspecified)	-0.3%	2.0%	0.0%	-7%	10%	i	1.1%	4	8	-0.2%
COc1ccc(S(=O)(=O)CCc2nc3ccccc3s2)cc1	-1.2%	0.3%	-0.3%	3%	1%	i	-0.9%	11	6	0.5%
CN(C)C(CNC(=O)CCOc1ccccc1)c1ccco1 (stereo unspecified)	-0.4%	-0.4%	-1.0%	1%	17%	i	-5.9%	-6	9	-0.5%
NN/C(=C\[N+](=O)[O-])Nc1ccc(Cl)cc1	-0.7%	3.1%	-0.3%	-9%	79%	i	-2.1%	56	32	0.8%
COc1ccc(CNC(=O)c2c(O)c3ccccc3n(C)c2=O)cc1OC	-0.5%	2.5%	-0.4%	-5%	3%	i	11%	-11	-9	-0.1%
CC(=O)c1c(C)[nH]c(C(=O)OCc2nc3ccsc3c(=O)[nH]2)c1C	x	-0.7%	x	0%	9%	x	x	x	x	1.6%[50 µM]
